TbHK1 inh = blocks Trypanosoma brucei hexokinase 1 activity | inhibition, % at 10 µM | 220,000 tested, 0.11% active | recombinant TbHK1, G6PDH-coupled NADH A340;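 active means inhibition of 50% or more in the single-dose primary screen; inactive means inhibition below 50%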
KCC2 mod = KCC2 (human) Cl- transport modulation; Q9H2X9; KCC2 cells, thallium flux FluoZin-2 fluorescence; B-score of Tl+ flux slope (higher = more flux/activation; lower = inhibition) at 10 µM; 190,000 tested, 2.2% active;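 active means thallium flux slope and its plate-corrected score both differing from the plate sample mean at a set confidence after two filtering rounds, in either direction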;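 further: slope of fluorescence scaled to starting intensity during 10 to 20 s after thallium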
Thrombin inh = inhibitors of human thrombin. alpha-thrombin, Boc-VPR-AMC fluorogenic substrate cleavage. P00734. inhibition, % at 5 µM. 220,000 tested, 0.26% active. AID 1046;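 active means inhibition at or above 40%; inactive means inhibition below 40%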;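 further: 0% = enzyme with no compound and 100% = wells without enzyme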
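System: Human alpha-thrombin protein | Medium: pH 7.5 Tris (50 mM) with NaCl 150 mM, Tween 20 0.05% | Times: Enzyme reaction carried out at room temperature | Detection: AMC fluorescence, 355/460 nm | Evaluation: Percent inhibition scaled between no-compound controls and no-enzyme blanks | Benchmarks: Enzyme without compound as high, wells lacking enzyme as low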
TRPN1 ag = activates the zebrafish TRPN1 channel. 220,000 tested, 0.18% active. activation, % at 3 µM. HEK293 zebrafish TRPN1-YFP, Fluo-8 calcium fluorescence; 100% = response to 87 µM carbachol;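 active means activation above its plate's cutoff, the mean activation of test wells on that plate plus 3 SD, cut at about 19% in these data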;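 further: 0% = DMSO alone and 100% = 87 µM carbachol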
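Material – zebrafish TRPN1-YFP in HEK293 cells · Doses – 3 µM single point · Schedule – dye 1 h 37 °C plus 30 min RT · Signal – Fluo-8 calcium fluorescence, excitation 470-495 nm, emission 515-575 nm · Read-out – % activation versus carbachol response · Control set – carbachol high, DMSO low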
EBV gp42 block = blocks Epstein-Barr virus glycoprotein 42 binding | Q1HVG2 | Fluorescence polarization binding assay, mP read-out | inhibition, % (tested at 21.74 µM) | 220,000 tested, 0.42% active; in the data active means inhibition above about 50%
Calpain2 inh = inhibitors of pig calpain II; purified calpain II, fluorogenic peptide substrate, 30 min; inhibition, % at 16 µM; 220,000 tested, 0.37% active;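 active means inhibition above about 50%, limit read from the data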
TRPML3 ag = human mucolipin-3 channel agonism. Q8TDD5. HEK293 TRPML3-YFP, Fluo-8 calcium fluorescence; 100% = the carbachol control signal. activation, % at 3 µM. 220,000 tested, 0.29% active;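 active means activation above its plate's cutoff, the mean activation of the plate's test wells plus 3 SD, cut at about 12% in these data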;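 further: 0% = DMSO only wells and 100% = carbachol wells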
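Test system: TRPML3-YFP stable HEK293 cells. Doses: single point at 3 µM. Incubation: dye loading 1 h 37 °C then 30 min ambient, 125 s read. Signal: Fluo-8 calcium dye fluorescence, ex 470-495, em 515-575 nm. Measure: percent activation from peak-to-basal fluorescence ratio, scaled between DMSO and carbachol.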
PPC-1+TRAIL kill = PPC-1 cancer cell killing with TRAIL present. PPC-1 cells + TRAIL, ATPLite viability luminescence. cell killing (% activity), % at 4 µM. 220,000 tested, 0.41% active;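 active means cell killing above 50% in the first pass at 4 µM, then a duplicate retest at 5 µM averaging 50% or more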;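 further: plate controls were cells with TRAIL plus DMSO for no effect and medium-only wells lacking cells for full effect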
Furin inhibitor = blocks human furin protease activity; inhibition, % at 30 µM; AID 463115; P09958; 220,000 tested, 0.061% active; purified furin, fluorogenic substrate cleavage; in the data active means inhibition above about 25%; further: inactives centre near -15
An asterisk follows results filed as active; i = inactive; . = not tested or not shown; [ ] = dose if it differs, or a comment.

Every second line gives: TbHK1 inh	TRPN1 ag	Calpain2 inh	EBV gp42 block	TRPML3 ag	Furin inhibitor	Thrombin inh	PPC-1+TRAIL kill	KCC2 mod
(1) CCCCNc1cc(C)oc(=O)c1C(C)=O
  -1	0.0	-8	-21	0.3	-21[20 µM]	-3	4	0.96
(2) O=C1C2C3C=CC(C3)C2C(=O)N1CCN1CCN(S(=O)(=O)/C=C/c2ccccc2)CC1 (stereo not drawn)
  -2	-0.3	8	1	1.2	-7	0	22	0.31
(3) COc1cc(Cl)c(C)cc1NC(=O)c1ccc(NS(=O)(=O)c2ccc(F)c(F)c2)cc1
  -13	0.0	i	-2	1.4	-10	3	19	0.0013
(4) Clc1ccc(Sc2cc(Cl)c(-c3ccccc3)nn2)cc1
  -6	-0.9	4	-20	-0.7	1[20 µM]	0	47	-0.96
(5) NC(N)=NC(N)=Nc1ccc(O)cc1
  -1	1.1	-5	-10	1.0	-14	-2	13	-0.56
(6) CC(C)(C)c1ccc(C(=O)N/N=C2\C3CN4CCN(C3)CC2(c2ccccc2)C4)cc1
  -11	-0.1	0	-4	1.1	-18	-5	7	1.4
(7) COc1ccccc1-c1nnc(NC(=O)c2ccccc2F)o1
  -12	0.6	0	-8	0.8	-8	-12	0	0.49
(8) CNCCCC1c2ccccc2C=Cc2ccccc21
  8	-1.2	-6	-6	2.2	-13	0	12	0.13
(9) CCOc1ccc(C(=O)NC(=S)N(Cc2ccccc2)Cc2ccccc2)cc1
  21	0.1	8	-1	0.4	-13[20 µM]	-4	10	.
(10) CN1CCN(NC(=O)c2ccccc2F)CC1
  2	-0.2	-2	-22	1.6	-22[20 µM]	1	20	0.12
(11) COc1ccc(C(=O)c2oc3ccccc3c2N)cc1
  -2	0.8	0	-7	0.4	-12[20 µM]	0	14	0.023
(12) CC1CCN(S(=O)(=O)c2ccc(C(=O)NCc3ccc4c(c3)OCO4)cc2)CC1
  -5	0.0	-12	-15	0.5	-12[20 µM]	5	9	0.36
(13) O=C(c1cc2ccccc2oc1=O)N1CCCC1
  -9	-0.9	-30	3	0.4	-9[20 µM]	-7	10	0.056
(14) O=C(/C=C/c1cccc(Br)c1)N1CCN(c2cccc(C(F)(F)F)c2)CC1
  13	0.9	13	14	0.6	-9	2	11	-0.18
(15) C[N+]1([O-])[C@@H]2Cc3cc4c(cc3[C@@H]1Cc1cc3c(cc12)OCO3)OCO4 (stereo partly drawn)
  -4	.	-7	-20	.	-29	3	-2	-0.9
(16) Cc1cc(C)c(Cn2c(=O)n(CCCC(=O)NCc3ccco3)c(=O)c3ccccc32)c(C)c1
  17	-1.3	.	.	-0.3	-23[20 µM]	.	.	.
(17) Nc1nc(NCc2ccc(Cl)cc2)nc(NCCO)c1[N+](=O)[O-]
  -58	-0.2	24	-11	-0.2	-1	-1	9	-1
(18) S=C(NCCc1ccccn1)Nc1cccc(Cl)c1
  -2	-1.3	2	-16	0.2	-15	20	19	0.67
(19) O=C(c1ccc(S(=O)(=O)NCc2ccco2)cc1)N1CCN(Cc2ccc3c(c2)OCO3)CC1
  0	5.4	-4	-32	3.1	-24	-9	-9	0.35
(20) COc1ccccc1N1CCN(/N=C/c2ccc(O)c(O)c2)CC1
  -20	-1.3	-26	-29	0.3	-20	-16	5	-0.44
(21) Cc1cccc2cc(CN(CCCO)C(=O)Nc3ccccc3Cl)c(=O)[nH]c12
  -7	0.6	7	-13	0.5	-11	1	2	-0.61
(22) Fc1ccccc1-c1nc(NCc2ccco2)c2ccccc2n1
  5	0.4	19	-15	0.4	-22	-10	5	-0.083
(23) O=C(Cn1nnc(-c2ccncc2)n1)N1CCc2ccccc21
  -3	2.2	-10	-3	0.5	-17[20 µM]	-9	16	1.1
(24) CC(c1ccccc1)n1c(SCC(=O)N2CC(=O)Nc3ccccc32)nc2ccccc2c1=O (stereo not drawn)
  -1	1.4	-48	-22	-0.1	-8	2	-1	2.1
(25) Cc1ccccc1C(=O)NNc1ccc(-c2csnn2)cc1
  -2	1.9	-2	-11	-0.2	-13	0	3	0.39
(26) CCCCNC1=NCCS1
  -3	0.6	-17	-14	1.1	-31	-12	2	1
(27) Cc1ccccc1C(=O)OCCCN=C1NS(=O)(=O)c2ccccc21
  8	0.4	-5	-16	0.2	-10[20 µM]	2	6	0.15
(28) CCOC(=O)N1CCN(C(=O)CCNS(=O)(=O)c2cc(Br)cnc2N)CC1
  -6	0.7	7	-13	0.4	-15	0	-16	.
(29) COCCCNC(=O)CSc1nc2ccccc2c(=O)n1Cc1ccc2c(c1)OCO2
  -3	-1.1	-13	5	0.9	-29	-23	-10	-0.11
(30) O=C(CCCN1C(=O)c2cccnc2C1=O)N1CC(=O)N(CCc2ccccc2)C(=O)C1
  4	0.0	-27	-5	0.8	-21	1	0	-0.16
(31) CC(=O)c1cc(C(c2csc(C(C)=O)c2)c2csc(C(C)=O)c2)cs1
  -1	-0.2	-15	1	0.5	-15[20 µM]	-1	23	-0.6
(32) O=C(COC(=O)/C=C/c1cccc(Cl)c1)NCCc1ccc(Cl)cc1Cl
  -6	1.2	24	-1	-0.3	-21	12	19	-1.3
(33) COC(=O)c1ccc(/C=C/c2ccc3cccc(OC)c3n2)cc1
  -18	-0.6	-485	6	0.6	-17	-19	11	-2.1
(34) COc1ccc(NC(=O)Nc2cc(F)ccc2C)cc1
  0	3.4	7	-5	1.5	-12	7	33	0.024
(35) Cc1cc(N(C)C)cc(C)[n+]1[O-]
  -1	1.5	-21	-19	0.3	-18	-3	7	.
(36) C=CCNC(=S)/N=c1/ccccn1CCC
  -32	2.5	-16	-9	0.2	-12	-3	-4	0.17
(37) COc1ccc(C(=O)NC(=O)Nc2cc(C)ccn2)cc1
  -5	0.5	-1	-16	0.6	-13	-2	87*[5 µM]	.
(38) COc1ccc(Nc2nnc(SCC(=O)N3CCCC3)s2)cc1
  -13	-0.8	5	1	-0.3	-11[20 µM]	-2	12	-1.5
(39) Cc1nnc(NC(=O)COc2ccccc2)s1
  1	0.4	6	-10	1.0	-20[20 µM]	2	0	1.1
(40) Cc1nn(C)c(Oc2ccc(Cl)cc2)c1C(=O)Nc1ccc(F)cc1F
  -3	-0.5	-55	-3	0.3	-31[20 µM]	1	11	.
(41) CC(C)OCCCNC(=O)C1CCN(S(=O)(=O)N2CCCCC2)CC1
  -4	-0.1	-5	-19	1.1	-11	4	14	.
(42) COc1ccccc1CNC(=O)C1CCN(S(C)(=O)=O)CC1
  6	-0.4	-25	-2	0.7	-26[20 µM]	-14	-8	-0.26
(43) CCOc1ccc(NS(=O)(=O)c2ccc(OC)c(NC(=O)c3ccc4c(c3)OCCO4)c2)cc1
  -2	0.6	-29	-14	0.4	-25	-6	-4	-0.63
(44) Cc1cc2nccc(-c3ccc(Cl)c([N+](=O)[O-])c3)n2n1
  -11	-1.4	-7	2	-0.1	-29	-1	2	-0.016
(45) COc1cc(-c2[nH]ncc2CN(C)Cc2cc(C)[nH]n2)cc(OC)c1OC
  -4	0.0	-29	3	0.6	-22	-15	0	0.59
(46) Cc1cccc(OC(=O)n2c(=S)oc3cc(Cl)ccc32)c1
  -1	0.7	0	-12	0.2	-17	-16	14	4.7*
(47) COc1ccc(OCC2CCCN(Cc3nc(CC4CC4)no3)C2)cc1 (stereo not drawn)
  4	-0.2	-27	14	0.2	-21	-9	7	0.3
(48) COc1ccccc1[C@@H]1C(c2cccc(Cl)c2)=NN(c2ccc(Br)cc2)[C@H]1C(=O)N1CCOC1=O
  -10	0.5	-301	9	0.6	-24	-7	9	-0.28
(49) CCS(=O)(=O)C1=NN2C(=N)/C(=C\c3ccc(SCc4ccco4)o3)C(=O)N=C2S1
  2	7.6	5	-63	2.7	-10	2	12	-1.7
(50) Cc1cccc(NC(=S)NNC(=O)c2cccc([N+](=O)[O-])c2)c1
  -22	3.0	-7	-5	2.8	-35	0	-4	-0.035
(51) N#CC(C(=O)NCc1ccccc1)c1nc2ccccc2nc1N1CCCC1 (stereo not drawn)
  -4	-0.7	2	-9	-0.9	-6	3	18	.
(52) Cc1ccc(CCSc2ccc(F)cc2)cn1
  -7	-1.8	-17	-1	-0.6	-18	-4	-2	-1.7
(53) N#C/C(=C\c1ccc(-c2ccc(S(=O)(=O)N3CCOCC3)cc2)o1)C(=O)NC1CC1
  -19	0.6	-13	-2	0.9	-5	2	9	-1.5
(54) O=C(O)c1cnc2[nH]c3ccccc3n2c1=O
  -44	2.3	-318	0	0.3	-50	7	-6	-0.33
(55) COC(=O)Cc1cc(=O)n(-c2ccccc2)[nH]1
  -4	0.9	-23	-2	0.1	-6[20 µM]	-5	-3	.
(56) CC(c1ccccc1)N(CC(=O)NC1CCCCC1)S(=O)(=O)c1cccc(C(F)(F)F)c1 (stereo not drawn)
  5	0.2	19	-21	0.8	-11	-1	-1	-0.24
(57) COc1ccc(S(=O)(=O)NC(C)(C)C)cc1-c1nnc2c3ccccc3c(C)nn12
  -6	-0.9	-15	-9	0.5	-16[20 µM]	0	2	-4.3
(58) CCN(CC)c1nc(OCCNC(=O)Nc2ccccc2)nc(N(CC)CC)n1
  -6	-0.8	32	-18	0.6	-12[20 µM]	-5	-7	1.1

Exported as tab-separated lines: 3 of the compounds above
nr	canonical_smiles	TbHK1 inh	TRPN1 ag	Calpain2 inh	EBV gp42 block	TRPML3 ag	Furin inhibitor	Thrombin inh	PPC-1+TRAIL kill	KCC2 mod
44	Cc1cc2nccc(-c3ccc(Cl)c([N+](=O)[O-])c3)n2n1	-11	-1.4	-7	2	-0.1	-29	-1	2	-0.016
45	COc1cc(-c2[nH]ncc2CN(C)Cc2cc(C)[nH]n2)cc(OC)c1OC	-4	0.0	-29	3	0.6	-22	-15	0	0.59
46	Cc1cccc(OC(=O)n2c(=S)oc3cc(Cl)ccc32)c1	-1	0.7	0	-12	0.2	-17	-16	14	4.7*
